RGS4 inh: Inhibitors of Regulator of G Protein Signaling (RGS) 4: qHTS | Transcreener GDP fluorescence polarization, RGS4-accelerated GTP hydrolysis | Potency, µM (doses to about 114 µM), without a hit: at the top dose activity change, negative = inhibition, hits mostly inhibitors | hit rate 0.039% among 390,000 | AID 504845, 2011; further: on the % scale 0 is the no-effect control and ±100 the full control effect; nearly all actives have a fitted effect of over 75% in size; some results filed as inactive show a strong effect at the top dose
Target sequence (P49798 whole entry, looked up): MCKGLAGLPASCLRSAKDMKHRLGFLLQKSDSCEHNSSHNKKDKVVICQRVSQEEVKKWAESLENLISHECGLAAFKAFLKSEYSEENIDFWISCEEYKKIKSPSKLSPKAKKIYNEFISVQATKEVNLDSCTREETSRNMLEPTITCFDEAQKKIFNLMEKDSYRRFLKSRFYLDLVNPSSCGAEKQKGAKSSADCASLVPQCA
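MLSMR compounds (23 nl, pin-transferred) preincubated 10 min at room temperature with a 500nM (2x) first reagent, then RGS4 at 900nM (2x) plus Transcreener GDP mix added; fluorescence polarization (620/688 nm) read before and after 90 min at 30 °C.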
PGK inhibitor: qHTS Assay to Find Inhibitors of Phosphoglycerate Kinase. PGK/GAPDH coupled, Kinase-Glo luminescence, 60 min. Phosphoglycerate kinase, glycosomal (Trypanosoma brucei brucei), P07378. Potency, µM (titrated, usually from 57.5 µM), without a hit: at the highest dose activity change, negative = inhibition, usual class: inhibitors. hit rate 0.043% among 380,000; further: on the % scale 0 is the no-effect control and ±100 the full control effect; nearly all actives have a fitted effect of over 60% in size
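Luminescent ATP detection (Kinase-Glo Plus) follows a 60-minute room-temperature incubation, with wells lacking PGK as controls. Buffer: 100 mM TEA (pH 7.6), 5 mM MgCl2, 0.01% Tween-20. Coupling enzyme GAPDH (100 nM final) supplies unstable 1,3-BPG in-well.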
GLS inh: qHTS for Inhibitors of Glutaminase (GLS); AID 624170, 2012; hit rate 0.21% among 410,000; Potency, µM (top dose mostly 45.5 µM), without a hit: at the top dose activity change, negative = inhibition, most hits filed as inhibitors; GLS enzymatic activity, qHTS titration; Glutaminase kidney isoform, mitochondrial (Homo sapiens), O94925; further: on the % scale 0 is the no-effect control and ±100 the full control effect
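Assay buffer: 45 mM KH2PO4 pH 8.2, 0.02% Tween-20. hKGA acts on L-glutamine (1 mM solution added); product glutamate is reported by an oxidase/peroxidase Amplex Red coupling, with fluorescence taken at baseline and 30 min.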
12-LOX inh: Primary qHTS assay for inhibitors of human arachidonate 12S-lipoxygenase (ALOX12): Round 2; hit rate 1.1% among 580,000; AID 1671190, 2021; Polyunsaturated fatty acid lipoxygenase ALOX12 (Homo sapiens), P18054; Potency, µM (titrated, usually from 108 µM), without a hit: at the top dose activity change, negative = inhibition, actives largely listed as inhibitors; purified 12hLO, xylenol orange hydroperoxide absorbance; further: on the % scale 0 is the no-effect control and ±100 the full control effect
Target sequence (P18054 whole entry, looked up): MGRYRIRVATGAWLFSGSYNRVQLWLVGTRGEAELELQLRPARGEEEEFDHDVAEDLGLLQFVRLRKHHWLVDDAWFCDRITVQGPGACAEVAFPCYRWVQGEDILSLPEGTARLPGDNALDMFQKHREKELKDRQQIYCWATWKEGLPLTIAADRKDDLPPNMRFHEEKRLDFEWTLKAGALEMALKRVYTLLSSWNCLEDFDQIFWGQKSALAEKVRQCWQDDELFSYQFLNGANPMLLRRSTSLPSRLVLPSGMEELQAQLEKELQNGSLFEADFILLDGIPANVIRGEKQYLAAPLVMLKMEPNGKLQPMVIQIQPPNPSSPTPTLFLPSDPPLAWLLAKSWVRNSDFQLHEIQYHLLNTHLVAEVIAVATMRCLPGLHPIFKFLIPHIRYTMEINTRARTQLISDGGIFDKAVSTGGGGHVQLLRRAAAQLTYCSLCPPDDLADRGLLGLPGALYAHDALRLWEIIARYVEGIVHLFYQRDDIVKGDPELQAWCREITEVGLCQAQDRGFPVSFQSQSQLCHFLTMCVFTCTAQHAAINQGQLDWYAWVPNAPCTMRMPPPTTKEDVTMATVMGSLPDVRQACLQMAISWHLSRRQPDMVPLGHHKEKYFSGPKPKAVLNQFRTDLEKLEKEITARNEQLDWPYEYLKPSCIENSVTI
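Purified human 12hLO (150 nM final) in 25 mM Hepes, 0.01% Triton X-100, pH 7.0 was preincubated 15 min at room temperature with compound. Then 40 uM arachidonic acid was added, 30 min. Hydroperoxide was read by Fe-XO absorbance ratio 573/405 nm.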
JMJD2A Tudor inh: qHTS Assay for Inhibitors of JMJD2A-Tudor Domain; Potency, µM (highest dose often 114 µM), without a hit: at the top dose activity change, negative = inhibition, most hits filed as inhibitors; Lysine-specific demethylase 4A (Homo sapiens), O75164; AID 504339, 2011; hit rate 4.4% among 390,000; AlphaScreen JMJD2A-Tudor / H3K4me3 peptide binding; further: on the % scale 0 is the no-effect control and ±100 the full control effect; nearly all actives have a fitted effect of over 50% in size
rTrxR1 inhibitor: qHTS Assay for Inhibitors of Mammalian Selenoprotein Thioredoxin Reductase 1 (TrxR1): qHTS; Thioredoxin reductase 1, cytoplasmic (Rattus norvegicus), O89049; recombinant rTrxR1, NADPH fluorescence consumption, selenite substrate; Potency, µM (series often up to 114 µM), for the others: top-dose activity change, negative = inhibition, hits mostly inhibitors; hit rate 1% among 390,000; further: on the % scale 0 is the no-effect control and ±100 the full control effect; nearly all actives have a fitted effect of over 65% in size
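Rat TrxR1 (90 nM in the dispensed reagent) was pre-reduced with 400 uM NADPH for 5 min at room temperature, then incubated with compound for 15 min. After 400 uM selenite was added, NADPH fluorescence (Ex 340/Em 450 nm) was followed for 8 min.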
HP1b chromo inh: HTS for Inhibitors of HP1-beta Chromodomain Interactions with Methylated Histone Tails. Chromobox protein homolog 1 (Homo sapiens), P83916. AlphaScreen HP1-beta / biotin-H3K9me3 peptide binding. Potency, µM (titrated, usually from 114 µM), without a hit: at the top dose activity change, negative = inhibition, hits mostly inhibitors. hit rate 0.56% among 390,000. AID 540317, 2011; further: nearly all actives have a fitted effect of over 70% in size; inactives centre near 23
Target sequence (P83916 whole entry, looked up): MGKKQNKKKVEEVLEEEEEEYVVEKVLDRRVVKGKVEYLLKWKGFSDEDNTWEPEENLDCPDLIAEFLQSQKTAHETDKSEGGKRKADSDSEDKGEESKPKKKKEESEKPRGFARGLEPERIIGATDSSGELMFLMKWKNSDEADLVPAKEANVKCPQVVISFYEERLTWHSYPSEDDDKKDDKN
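AlphaScreen: HP1-beta (50 nM) preformed 30 min with biotin-H3(1-18)K9me3 peptide (50 nM) in PBS pH 7.4, 0.01% Tween-20. Compound added for 30 min at RT, then streptavidin donor/nickel chelate acceptor beads (10 ug/mL) for 30 min.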
ERG Ets-DNA blk: qHTS for Small Molecule Inhibitors of the ERG Ets/DNA interaction; AID 624246, 2012; Transcriptional regulator ERG (Homo sapiens), P11308; fluorescence polarization, His-ERG Ets domain / labelled DNA; Potency, µM (titrated, usually from 76.9 µM), without a hit: at the highest dose FP activity, negative = inhibition, hits mostly inhibitors; hit rate 0.028% among 370,000; active means well fitted inhibition curve with a large enough effect in the polarisation, with a control signal flat; inconclusive means small, poorly fitted or top-dose-only effect, or effect the other way, or a change in a side signal; inactive means no such curve, though single readings can be large or run the other way; the % refers to the polarisation;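 further: polarization taken with two DNA probes labelled with fluorescein and Texas red; % of control where 0% means no effect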
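His-tagged ERG Ets domain (1 uM in the protein solution; 300mM KCl, 50mM Tris-HCl, 1mM EDTA, 1mM DTT, pH 7.5) received compound, then a probe mix of 5 nM fluorescein-DNA and 100nM Texas-615-DNA. Fluorescence polarization was read for both dyes.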
Pin1 inh: qHTS Assay to Find Inhibitors of Pin1; Peptidyl-prolyl cis-trans isomerase NIMA-interacting 1 (Homo sapiens), Q13526; Potency, µM (doses to about 115 µM), without a hit: top-dose activity, negative = inhibition, actives largely listed as inhibitors; Pin1 FP peptide displacement, HiFluor488, 10 min; hit rate 0.009% among 390,000; active means well fitted inhibition curve with a large enough effect in the polarisation, with a control signal flat, not every such curve was filed as active; inconclusive means small, poorly fitted or top-dose-only effect, or effect the other way, or a change in a side signal; inactive means no such curve, though single readings can be large or run the other way; the % refers to the polarisation; further: on the % scale 0 is the no-effect control and ±100 the full control effect
* hit, by the source's call; i = inactive; ? = inconclusive; · = no result given; & = joins results of further samples; [ ] = dose if it differs, or a comment. Unless noted, the call rests on the fitted dose curve; in most records, active means well fitted curve in the direction sought with a large enough effect; inconclusive means small, poorly fitted or top-dose-only effect, or another doubt; inactive means no such curve, though single readings can be large; an effect the other way counts as inactive or inconclusive. Potency means the concentration at half of the fitted maximal effect.

RGS4 inh | compound | PGK inhibitor | GLS inh | 12-LOX inh | JMJD2A Tudor inh | rTrxR1 inhibitor | HP1b chromo inh | ERG Ets-DNA blk | Pin1 inh
-4% | Cc1cccc(C(C)C)c1NC(=O)C(C)OC(=O)Cc1n[nH]c(=O)c2ccccc12 (configuration not stated) | 1% | 0% | ? | -10% | -2% | 27% | -6% | -10%
18% | CCC(C)NC(=O)COC(=O)c1cc([N+](=O)[O-])ccc1Sc1nc(C)cs1 (configuration not stated) | i | 1% | 5% | -15% | -18% | 16% | -15% | 9%
18% | Nc1ncc(Br)cc1S(=O)(=O)Nc1cc(C(F)(F)F)cc(C(F)(F)F)c1 | -11% | 5% | ? | -24% | 1% | 12%[57 µM] | 13% | -8%
-25% | Cc1ccc2c(C)c(C(=O)N(C)Cc3ccncn3)oc2c1C | -1% | -9% | 91%[activator] | 12% | 18% | 59%[activator] | -3% | 7%
-7% | Cc1c(CN2CCCC(C(=O)c3cccc(OC(C)C)c3)C2)c(=O)n(-c2ccccc2)n1C (configuration not stated) | -6% | -5% | ? | 2%[11.4 µM] | 10%[57.1 µM] | 33% | 5% | 0%
-1% | CCOC(=O)C1=CN(CC)S(=O)(=O)NC1c1ccc(C(F)(F)F)cc1 (configuration not stated) | -10% | -3% | 15% | 1% | 12% | 36% | 2% | -5%
7% | O=C(N/N=C/c1ccco1)c1cc(=O)[nH]c2ccccc12 | 4% | 2% | 2% | -13% | -7%[57.1 µM] | 35% | 5% | 74%[activator]
-25% | N#Cc1cccc(NC(=O)CNc2cccc(S(=O)(=O)N3CCCC3)c2)c1 | -11% | ? | -12% | -22% | 44%[activator][57.1 µM] | 62%[activator] | 2% | 0%
5%[11.4 µM] | Nc1cc(=O)[nH]c(SCC(=O)NCC2CCCO2)n1 (configuration not stated) | -9% | 4% | -22% | -14%[57.1 µM] | 11%[57.1 µM] | 47%[activator] | -4% | -2%
-29% | OC(c1ccccc1)c1nc2ccccc2n1Cc1c(F)cccc1Cl (configuration not stated) | -9% | -3% | -3% | -26% | 7% | 44% | 4% | 9%
-11% | O=C(c1ccc(Cl)cc1)N1CCN(c2cccc3[nH]ccc23)CC1 | 4% | -26% | -6% | -21% | 5%[57.1 µM] | -6% | 0% | 4%
-33% | CCN(CC)CCCn1c(=S)[nH]c2ccccc2c1=O | 4% | 9% | ? | 56µM* | -2% | 29% | -1% | 2%
12% | CCS(=O)(=O)N1N=C(c2ccccc2)CC1c1ccc2nccnc2c1 (configuration not stated) | -7% | 5% | 13%&-21% | -17% | -16% | 9% | 4% | -1%
19% | COc1ccc2cc(C(C)=O)c(=O)oc2c1 | -11% | 7% | -10% | -8% | 6% | 15% | 2% | 1%
9% | Cc1ccc(-c2nc(C)c(CCNC(=O)c3cccs3)s2)cc1 | 7% | 6% | ? | -24% | -2%[57.1 µM] | 16%[57 µM] | -7% | ?
15% | Cc1ccc(S(=O)(=O)N2CCOCC2)cc1NC(=O)COC(=O)c1ccc(Cl)s1 | -5% | 2% | -16% | -21% | 3%[57.1 µM] | 17% | -1% | 0%
6% | Cc1ccc(NC2CCCN(C(=O)c3cn(C)c4ccccc34)C2)cc1C (configuration not stated) | i | -1% | ? | 25µM* | -20% | -14% | -16% | -4%
-9% | CCOC(=O)Cn1c(=O)n(-c2ccccc2OC)c2nc(-c3ccccc3F)nc(C(N)=O)c21 | -7% | 7% | ? | -27% | 16%[57.1 µM] | 16%[57 µM] | -1% | 26%
-47% | Cc1ccccc1CNC(=O)Cn1cc2c(n1)-c1c(oc(C(=O)N3CCCC3)c1C)CC2 | 9% | -8% | 0% | -35% | ? | 15% | 6% | 1%
-11% | CC(=O)Nc1ccc(NS(=O)(=O)c2cccc3nonc23)cc1 | -3% | 18% | -7% | -14% | -6% | -3% | 1% | -1%
9% | CC(=O)N(c1c(C)n(C)n(-c2ccccc2)c1=O)C1(C(=O)NC2CCCC2)CCCCC1 | -4% | 6% | 0% | 1% | 0% | 19% | -1% | 2%
-8% | COC(=O)CCC(=O)NC(=S)Nc1ccc(S(=O)(=O)N2CCCC2)cc1 | 2% | -2% | -16% | -6% | 7% | 40%[activator] | -6% | 0%
-2% | CNC[C@@H]1Oc2ccc(NC(=O)Nc3ccccc3)cc2C(=O)N([C@@H](C)CO)C[C@H]1C | -1% | -5% | ? | -10% | ? | 30% | -10% | 13%
1% | CCc1ccc(OCC(=O)Nc2ccncc2)c(Br)c1 | i | -1% | -6% | 1% | 18% | 34% | 7% | 0%
-20% | COc1cccc(C(=O)OCC(=O)NCCNC(=O)COC(=O)c2cccc(OC)c2OC)c1OC | -4% | -9% | -1% | -12% | -16% | 23% | -3% | -3%
-8% | COc1ccc(S(=O)(=O)N2CCCCC2)cc1NC(=O)C1CCCO1 (configuration not stated) | -12% | 2% | -12% | 5% | 17%[57.1 µM] | 35% | -11% | 0%
10% | CCn1cc(C(=O)Nn2cnnc2)c(=O)c2ccc(C)nc21 | -9% | 1% | 21% | ? | 11% | 23% | 11% | -6%
11% | CN1C(=O)C(=O)N(CC(=O)N2CCc3ccccc32)C1=O | 1% | 6% | 160%[activator] | -22% | 16%[57.1 µM] | 1% | 3% | 0%
-10% | CS(=O)(=O)N(CC(=O)N1CCCC1)Cc1ccc(F)cc1 | -8% | -14% | -8% | -14% | 24% | 28% | 0% | -2%
8% | Cc1ccc(C)c(CN2CCCNC2=O)c1 | 1% | -2% | 0% | -15% | 20% | 21% | -12% | 3%
-15% | O=C(CN1C(=O)NC2(CCCCCC2)C1=O)c1ccc(Cl)cc1 | i | -1% | 12% | 10% | 2% | 56%[activator] | 10% | -2%
8% | COc1ccc(CN2CCCC(CO)(Cc3cccc(Cl)c3)C2)cc1OC (configuration not stated) | -25% | 1% | -2% | -29% | 27% | 14% | 10% | -4%
-1% | CC1CN(C(=O)c2cccc(S(=O)(=O)N3CCOCC3)c2)CC(C)O1 (configuration not stated) | -3% | 11% | -12% | -3% | 5% | 12% | · | 6%
-11% | Cc1nc2c(c(C)c1C#N)C(=O)c1ccccc1-2 | 4% | 6% | -10% | 1% | 8%[57.1 µM] | 13% | 1% | -9%
-34% | O=C(CCN1CCCO1)N1CCCC(N2CCN(c3ccccc3F)CC2)C1 (configuration not stated) | i | -6% | 5% | -3% | 13% | 25% | 1% | -4%
0% | Cn1c(N)c(C(=O)COC(=O)COc2ccc(Cl)cc2)c(=O)n(C)c1=O | -7% | -6% | 0% | 4% | 13% | 54%[activator] | -6% | 0%
-48% | C/C=C/C=C\C(=O)Nc1cccc(C2=NOC3(C2)C[C@@H](C(N)=O)N(C(=O)c2cc([N+](=O)[O-])cc([N+](=O)[O-])c2)C3)c1 (some centres not stated) | i | 1% | -24% | -28% | ? | 6% | 5% | ?
3% | NC(CC(=O)O)c1ccc(F)cc1 (configuration not stated) | -3% | 5% | -15% | -24% | -4% | 7% | -4% | 0%
-10% | Cn1nccc1NC(=O)Nc1cccc(Cl)c1Cl | -6% | 2% | 81%[activator] | -12% | 37%[activator][11.4 µM] | 3% | 11%[15.4 µM] | -3%
1% | CN(CCOc1ccc(Cl)cc1)C(=O)c1cc([N+](=O)[O-])ccc1N1CCOCC1 | -5% | -1% | -17% | -20% | -7% | -6% | -21% | 2%
-13%[11.4 µM] | O=C(Cc1ccc(Br)cc1)OCC(=O)c1ccc2c(c1)OCCO2 | -7% | -6% | 1% | 1%[11.4 µM] | 25%[57.1 µM] | 138%[activator] | 7% | 6%
21% | CNC(=O)Nc1ccccc1C(=O)Nc1ccccc1 | i | -1% | 0% | -20% | 26% | ? | 3% | 0%
0% | O=C(C1=C(O)C(=O)N(CCOCCO)C1c1cccc([N+](=O)[O-])c1)c1cccs1 (configuration not stated) | i | 5% | ? | -6% | 7%[57.1 µM] | 17% | -19% | -5%
14% | CC(=O)NC/C(C)=N\Nc1ccc([N+](=O)[O-])cc1 | -4% | -3% | ? | -28% | -13% | 33% | 9% | 26%

Record cards, as listed above:
`CNC[C@@H]1Oc2ccc(NC(=O)Nc3ccccc3)cc2C(=O)N([C@@H](C)CO)C[C@H]1C` across the screens: RGS4 inh: -2%; PGK inhibitor: -1%; GLS inh: -5%; 12-LOX inh: ?; JMJD2A Tudor inh: -10%; rTrxR1 inhibitor: ?; HP1b chromo inh: 30%; ERG Ets-DNA blk: -10%; Pin1 inh: 13%
`NC(CC(=O)O)c1ccc(F)cc1` (configuration not stated) across the screens: RGS4 inh: 3%; PGK inhibitor: -3%; GLS inh: 5%; 12-LOX inh: -15%; JMJD2A Tudor inh: -24%; rTrxR1 inhibitor: -4%; HP1b chromo inh: 7%; ERG Ets-DNA blk: -4%; Pin1 inh: 0%

Source: PubChem BioAssay (National Center for Advancing Translational Sciences (NCATS))

A portion of the library (hit frequency here may not be typical).
